Screens deposited in PubChem BioAssay by several laboratories.
MT1-MMP txn act – MT1-MMP promoter transcription activation; HT1080 MT1-MMP promoter luciferase reporter, luminescence, overnight; stronger effect = higher value; activation factor at 10 µM; 86,000 tested, 0.16% active; AID 750;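 active = activation factor of at least 2 for MT1-MMP transcription at 10 µM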
VCAM1 TNFa inh – reduces TNF alpha induced VCAM1 expression in HUVEC | HUVEC TNFa-induced VCAM-1 immunofluorescence, high-content imaging | inhibition, % at 2 µM | 95,000 tested, 0.48% active | AID 802;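 active = inhibition above the batch mean plus 3 SD, with images confirmed as a hit by eye, cut at about 37% in these data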;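 note: 0% = TNF-stimulated DMSO wells and 100% = unstimulated control wells; not every result past the cut was called active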
Candida biofilm – kills Candida albicans biofilms; C. albicans biofilm + clotrimazole, Alamar Blue; inhibition, % at 6 µM; 85,000 tested, 0.14% active;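 active = inhibition above 20%; inactive = inhibition below 20%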;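 note: preformed 24 hr biofilms exposed to compound for 48 hr; 0% = biofilm without compound and 100% = blank killed by clotrimazole plus chlorhexidine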
F-actin modifier – modifiers of cytoskeleton assembly. 91,000 tested, 0.18% active. AID 836. HUVEC TNFa F-actin phalloidin imaging, high content. inhibition, % at 2 µM;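 active = inhibition above the batch mean plus 3 SD and confirmed as a hit by visual image inspection, cut at about 30% in these data, passing the limit was not always enough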; note: strong numbers were not always called active
TNFa cytotox – toxic to HUVEC cells under TNF alpha stimulation. 93,000 tested, 0.17% active. AID 848. cell count reduction, % at 2 µM. HUVEC TNFalpha-stimulated, Hoechst cell count, imaging;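 active = cell count reduction exceeding the screen mean by over 5 SD, scaled to untreated wells per plate, cut at about 78% in these data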;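 note: cells counted after 24 h of TNF alpha exposure following the 1 h pretreatment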
Smad3 inh – blocks human Smad3 binding to FoxH1 peptide. P84022. TR-FRET Smad3/Dy647-FoxH1 peptide binding, europium anti-His. inhibition, % at 25 µM. 88,000 tested, 0.29% active;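 active = compounds that reduce the energy-transfer binding signal between the protein and its labelled peptide by more than half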;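 note: 0% = Smad3 plus labelled peptide maximal FRET and 100% = peptide-only background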
Target sequence (P84022 whole entry, looked up): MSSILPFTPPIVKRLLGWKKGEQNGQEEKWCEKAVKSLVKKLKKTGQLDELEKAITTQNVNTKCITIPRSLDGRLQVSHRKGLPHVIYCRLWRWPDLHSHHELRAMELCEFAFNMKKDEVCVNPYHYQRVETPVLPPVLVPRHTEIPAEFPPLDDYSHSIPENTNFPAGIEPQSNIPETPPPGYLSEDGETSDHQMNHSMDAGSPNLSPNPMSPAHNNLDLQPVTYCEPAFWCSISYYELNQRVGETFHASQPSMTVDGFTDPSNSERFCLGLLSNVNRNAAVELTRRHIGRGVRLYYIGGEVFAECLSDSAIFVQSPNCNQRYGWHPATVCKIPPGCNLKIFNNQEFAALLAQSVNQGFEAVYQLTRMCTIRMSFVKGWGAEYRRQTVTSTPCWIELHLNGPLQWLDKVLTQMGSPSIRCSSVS
LYP inh 2 – blocks human PTPN22 phosphatase activity; 96,000 tested, 0.21% active; recombinant LYP catalytic domain, DiFMUP fluorescence; inhibition, % at 2 µM; AID 640;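 active = inhibition at 2 µM at or above a set limit, the screen mean plus 3 SD, cut at about 24% in these data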;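 note: 0% = DMSO with enzyme and 100% = enzyme fully blocked by orthovanadate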
IL1B cytotox – HUVEC cytotoxicity counter-screen, IL-1B stimulated. 94,000 tested, 0.41% active. HUVEC cell count loss, Hoechst imaging. cell count reduction, % at 2 µM;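 active = cell count reduction more than 3 SD above the screen-wide mean, cut at about 70% in these data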;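 note: normalized per plate to untreated control cells as the no-loss baseline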
DAT uptake mod – changed human dopamine transporter uptake under cocaine IC80; B-score at 10 µM; LLC-PK1 hDAT cells, [14C]-dopamine uptake with cocaine IC80; actives deviate in either direction; Q01959; 110,000 tested, 1.3% active;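 active = Z score or B-score, a plate-position-corrected score, falls beyond the plate's 99.7% confidence bounds, in either direction; inactive = both scores lie inside the 99.7% bounds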;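 note: scored against the spread of the other compound wells on the same plate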
Target sequence (Q01959 whole entry, looked up): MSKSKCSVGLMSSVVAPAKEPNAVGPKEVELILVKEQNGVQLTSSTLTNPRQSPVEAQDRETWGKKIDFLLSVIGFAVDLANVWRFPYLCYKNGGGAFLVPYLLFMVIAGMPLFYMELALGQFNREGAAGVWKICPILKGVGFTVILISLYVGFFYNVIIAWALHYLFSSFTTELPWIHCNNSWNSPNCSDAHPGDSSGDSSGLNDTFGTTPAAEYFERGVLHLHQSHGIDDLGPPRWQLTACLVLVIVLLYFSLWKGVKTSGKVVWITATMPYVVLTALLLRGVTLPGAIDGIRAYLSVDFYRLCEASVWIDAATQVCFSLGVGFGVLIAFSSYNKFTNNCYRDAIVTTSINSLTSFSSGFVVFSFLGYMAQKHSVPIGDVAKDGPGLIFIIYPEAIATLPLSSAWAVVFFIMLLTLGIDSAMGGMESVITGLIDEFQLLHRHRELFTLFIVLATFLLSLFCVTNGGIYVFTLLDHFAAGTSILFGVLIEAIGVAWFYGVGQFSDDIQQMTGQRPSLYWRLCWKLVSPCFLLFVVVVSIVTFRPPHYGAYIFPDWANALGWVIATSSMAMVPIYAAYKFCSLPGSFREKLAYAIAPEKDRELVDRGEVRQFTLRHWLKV
Numbers without * were called inactive; / = not tested or not shown; [ ] = remark or other dose. A portion of the library. The share of hits here may be higher or lower than overall.

# | Structure | Smad3 inh | F-actin modifier | VCAM1 TNFa inh | MT1-MMP txn act | DAT uptake mod | IL1B cytotox | LYP inh 2 | Candida biofilm | TNFa cytotox
1 | Cn1c(=O)n(Cc2ccc(Cl)cc2)c(=O)c2c1nc1n2CCN1Cc1ccco1 | 7 | 5 | -6 | 1 | 0.062 | 4 | -4 | 6 | -5
2 | Nc1c(Br)cc(Br)c(N2CCCC2=O)c1Br | 11 | / | / | 1.1 | -0.42 | / | / | 10 | /
3 | c1ccc2oc(SCc3nc4ccccc4s3)nc2c1 | 2 | -15 | 11 | 1.6 | 1 | 1 | -8 | 8 | -6
4 | CCOc1ccc(S(=O)(=O)Nc2cccnc2)cc1 | 0 | / | / | 1.2 | -0.66 | / | / | 3 | /
5 | O=C(N/N=C/c1cccc([N+](=O)[O-])c1)C1CC(=O)N(c2ccc(Cl)cc2)C1 (stereo unspecified) | / | -8 | -5 | / | -0.0048 | -32 | 0 | / | 6
6 | CCOC(=O)c1cc2c(C(F)(F)F)cc(-c3ccccc3)nc2o1 | 4 | -5 | 4 | 1.1 | 0.87 | 5 | 6 | 8 | -3
7 | CN=C(Nc1ccccc1OC)SC1CC(=O)N(c2ccc(C(=O)OC)cc2)C1=O (stereo unspecified) | / | -24 | 4 | / | 2.4* | -33 | 4 | / | 11
8 | c1ccc(N2CCN(Cc3nnnn3C3CCCCC3)CC2)cc1 | 0 | -13 | 14 | 1.1 | 0.51 | -5 | -22 | 5 | -19
9 | O=C1N=C2SCCN2/C1=C\c1c(Cl)cccc1Cl | / | -14 | 4 | / | -0.83 | -67 | 6 | / | 14
10 | O=C1C(c2ccncc2)=C(O)c2ccccc21 | 4 | 14 | 18 | 0.6 | -0.8 | -20 | -7 | 2 | -7
11 | COC(=O)CP(=O)(c1ccccc1)c1ccccc1 | -1 | / | 1 | 1.1 | 0.67 | 0 | 7 | 4 | -14
12 | C=CCNC(=O)CCCCCNS(=O)(=O)c1ccc(OC)cc1 | 0 | -12 | -20 | 1.2 | -0.034 | 5 | -5 | 5 | 23

Reprinted at random: two records from the list.
# | Structure | Smad3 inh | F-actin modifier | VCAM1 TNFa inh | MT1-MMP txn act | DAT uptake mod | IL1B cytotox | LYP inh 2 | Candida biofilm | TNFa cytotox
10 | O=C1C(c2ccncc2)=C(O)c2ccccc21 | 4 | 14 | 18 | 0.6 | -0.8 | -20 | -7 | 2 | -7
6 | CCOC(=O)c1cc2c(C(F)(F)F)cc(-c3ccccc3)nc2o1 | 4 | -5 | 4 | 1.1 | 0.87 | 5 | 6 | 8 | -3

Next section.
# | Structure | Smad3 inh | F-actin modifier | VCAM1 TNFa inh | MT1-MMP txn act | DAT uptake mod | IL1B cytotox | LYP inh 2 | Candida biofilm | TNFa cytotox
13 | CCOc1ccccc1N1CC(C(=O)N2CCc3ccccc32)CC1=O (stereo unspecified) | 22[fluorescence artefact?] | -6 | 21 | 1.1 | 0.31 | 8 | 4 | 4 | 24
14 | Cc1ccc2[nH]c3c(=O)n(Cc4ccccn4)cnc3c2c1 | 5 | -1 | 3 | 1.3 | 0.21 | -15 | 1 | 6 | 6
15 | CC(C)CC(NC(=O)c1ccccc1)C(=O)OCC(=O)Nc1ccc(Br)cn1 (stereo unspecified) | / | 5 | 23 | / | -0.42 | -51 | 2 | / | 15
16 | Cc1csc2nc(CSc3nc4ccccc4o3)c(Br)n12 | 2 | -13 | 26 | 1.5 | -0.2 | 11 | 1 | 6 | -13
17 | O=C(C1CC1)N1CCc2cc(Br)cc(S(=O)(=O)NCc3ccco3)c21 | 1 | / | / | 1.1 | 0.4 | / | / | 6 | /
18 | O=C(Cn1ncc2c1-c1ccccc1OC2)Nc1cccc(Cl)c1 | 0 | 4 | 2 | / | -0.13 | -37 | -4 | 0 | -6
19 | Nc1nc(SCC(=O)NCc2ccco2)[nH]c(=O)c1-c1ccccc1 | -2 | 19 | 15 | 1.1 | -0.7 | -16 | -2 | 5 | -4
20 | CCOC(=O)c1[nH]c2ccc(F)cc2c1NC(=O)CCN1CCSCC1 | -3 | -5 | 7 | 1.5 | 0.077 | / | 4 | 10 | 20
21 | CCOC(=O)C1=C(C)NC(C)=C(C(=O)OCC)C1c1cc2ccc(C)cc2[nH]c1=O | / | 7 | 12 | 1.1 | 0.51 | -5 | 2 | / | -19
22 | OC(c1ccccc1)c1nccn1Cc1ccccc1 (stereo unspecified) | -21 | / | 12 | 1 | -1.6 | 0 | -2 | 6 | -23
23 | O=C(Cn1c(=S)nc2ccccn21)N1CCc2ccccc2C1 | 1 | -1 | -1 | 1.4 | -1.9 | 12 | 1 | 6 | -13
24 | Cc1cc(NC(=O)c2ccc(S(=O)(=O)N3CCCC3)cc2)nc2c1c(=O)oc1ccccc12 | -17 | 8 | 2 | / | 0.94 | -18 | 1 | -2 | 1
25 | Cc1cc(Cl)c(S(=O)(=O)N2CCCCCC2)cc1OCC(N)=O | -8 | 45 | -4 | 1.1 | -0.019 | -10 | -2 | 4 | -39
26 | CC(C)(C)OC(=O)N1CCC(c2cc(=O)n3[nH]cc(C(=O)NC4CCCC4)c3n2)CC1 | -3 | 4 | -20 | / | 0.42 | 1 | 4 | 10 | 15
27 | Nc1ccc(-c2nc3ccccc3[nH]2)cc1 | 0 | 8 | 2 | 0.9 | 0.56 | -11 | -10 | 5 | -18
28 | O=C(c1ccc2c(c1)OCO2)N1CCCC(c2ccccc2)C1 (stereo unspecified) | 12 | 6 | 17 | 1.4 | -0.24 | 2 | 0 | 2 | -5
29 | O=C(CCn1cccc1)NCc1ccc(Cl)cc1 | 15 | 11 | -4 | 1 | 0.049 | -3 | 7 | 1 | 0
30 | COc1ccc(CCC(=O)N2CCN(C3CCCCC3)CC2)cc1 | -5 | -15 | 4 | 1.1 | 1.1 | -7 | -9 | 10 | 20
31 | Cn1c(SCC(=O)Nc2ccccc2)nc(O)cc1=O | 5 | 5 | -22 | 1.1 | -0.86 | 3 | 10 | -2 | -10
32 | CCOc1ccc(-c2nnc3sc(-c4c(OC)cccc4OC)nn23)cc1 | -4 | -8 | 25 | 1.3 | / | 6 | -2 | -3 | -4
33 | N=c1c(C(=O)NCC2CCCO2)cc2c(=O)n3ccccc3nc2n1Cc1cccnc1 (stereo unspecified) | 3 | / | / | 1 | 1.8 | / | / | 8 | /
34 | Cc1ccc(C2/C(=C(\O)c3cnn(-c4ccccc4)c3C)C(=O)C(=O)N2CCN(C)C)o1 (stereo unspecified) | 5 | -10 | 39 | 1.8 | -2.4* | 11 | -3 | -2 | 91*
35 | COc1ccc2c(c1)c(=O)oc1cc3oc(C)c(C)c3cc12 | -13 | / | -14 | 1.4 | / | -5 | 0 | 7 | -93
36 | CN(C)CCn1c(=O)n(Cc2ccco2)c(=O)c2c3c(sc21)CCCCC3 | 18 | 8 | 10 | 1.1 | 1.9 | 8 | 8 | 6 | -26
37 | Cc1ccc(Nc2nc(-c3ccc(S(=O)(=O)N4CCCC4)cc3)cs2)cc1C | / | 5 | 1 | / | -0.37 | 8 | 9 | / | -6
38 | COC(Cc1nnc(SC)n1-c1ccc(Cl)cc1)OC | / | 17 | -7 | / | -0.18 | 0 | -6 | / | 6
39 | COC(=O)c1cccc(-n2nnnc2SCC(=O)Nc2cc(C)on2)c1 | 2 | 9 | 2 | 1.1 | 0.3 | 32 | -5 | 0 | -11
40 | CCCCC(c1nnnn1CCOC)N1CCN(CC)CC1 (stereo unspecified) | 5 | 5 | -2 | 1.1 | 1.2 | -13 | -8 | 0 | -4
41 | CNC(=O)Nc1ccc2snnc2c1 | -17 | 2 | 3 | / | -1.8 | 9 | -1 | 5 | -16
42 | CC1(C)NC(=O)N(CCCOc2ccccc2Br)C1=O | 1 | -3 | -12 | 1.2 | -0.37 | 16 | 12 | -2 | -7
43 | Clc1ccc(-c2nnc3cccc(Cl)n23)c(Cl)c1 | 6 | 9 | -10 | 1 | / | -17 | -3 | 5 | -2
44 | CCOC(=O)c1c(NC(=O)C2C3CCC(O3)C2C(=O)O)sc(C)c1-c1ccc(C)cc1 (stereo unspecified) | / | 19 | -9 | / | 0.53 | -6 | 2 | / | 12
45 | COc1ccc(S(=O)(=O)N(C)CC(=O)Nc2ccc(F)cc2)cc1 | -5 | 3 | -6 | 1.1 | 0.058 | -7 | 1 | 1 | -7
46 | COc1ccc(NS(=O)(=O)c2cccc(C(=O)OCC(=O)Nc3cc(C)on3)c2)cc1 | -14 | 2 | -21 | 1 | -0.59 | 19 | 8 | -1 | 10
47 | CCN(CC)CCN1C(=O)C(=O)/C(=C(/O)c2ccc(OC)cc2)C1c1ccco1 (stereo unspecified) | / | 10 | 15 | 1.1 | / | 35 | 8 | / | -40
48 | O=C(N/N=C/c1ccc(N2CCOCC2)o1)c1cccc(C(F)(F)F)c1 | -7 | -10 | 12 | 1 | -1.1 | -39 | -11 | 3 | -1
49 | CCc1ccc(Nc2cc(C(=O)NCCCN3CCOCC3)c3ccccc3n2)cc1 | / | 7 | 8 | / | / | 2 | 13 | / | -25
50 | C(=C\c1cc(/C=C/c2ccccc2)ncn1)/c1ccccc1 | 1 | 25 | 10 | 1.5 | 0.092 | -15 | -2 | 2 | -20
51 | COc1ccc2nc(NC(=O)Cc3cccs3)sc2c1 | 4 | -17 | -19 | 1.5 | -0.0092 | 9 | 1 | -2 | -2
52 | COc1ccc(-c2c(C)nn3c(N4CCC5(CC4)OCCO5)cc(C)nc23)cc1OC | / | 6 | 6 | / | -0.18 | 17 | 1 | / | -9
53 | CC(C)N(C(=O)CSc1nc2ccccc2n1Cc1ccccc1)C(C)C | -7 | -6 | -3 | 1.2 | -1.9 | -42 | 1 | 7 | -23
54 | COc1ccc(S(=O)(=O)c2ccc(O)cc2)cc1 | -2 | / | -9 | 1.2 | -0.64 | 0 | -3 | 0 | -8
55 | Cc1c(C#N)c2ncn(CCCN(C)C)c(=O)c2n1-c1ccccc1 | 6 | -13 | / | 1.1 | 0.083 | -2 | 6 | 7 | /
56 | Cn1c(=O)c2c(nc(CN3CCN(C(=O)c4ccco4)CC3)n2Cc2ccccc2F)n(C)c1=O | -6 | 4 | 7 | 1.1 | -0.2 | 17 | -4 | 3 | -4
57 | COc1cccc(/C=C2\N=C(c3c(-c4ccccc4)noc3C)OC2=O)c1OC | 4 | 0 | 4 | 1.1 | 0.087 | -19 | -5 | 13 | -37
58 | c1ccc2c(Cn3ccnc3)c[nH]c2c1 | -18 | -12 | 6 | 1.1 | -1.2 | 0 | 2 | -2 | 34
59 | CCOC(=O)c1cnc(SCC(=O)Nc2ccc3c(c2)OCCO3)nc1N | -2 | -19 | 8 | 1 | -0.51 | -1 | -12 | 0 | -8
60 | CC(OC(=O)C1CC=CCC1C(N)=O)C(Cl)=C(Cl)Cl (stereo unspecified) | -3 | -8 | 0 | 1 | -1.3 | -27 | -11 | 2 | -2

A draw from above in order of SMILES length, low to high.
# | Structure | Smad3 inh | F-actin modifier | VCAM1 TNFa inh | MT1-MMP txn act | DAT uptake mod | IL1B cytotox | LYP inh 2 | Candida biofilm | TNFa cytotox
51 | COc1ccc2nc(NC(=O)Cc3cccs3)sc2c1 | 4 | -17 | -19 | 1.5 | -0.0092 | 9 | 1 | -2 | -2
54 | COc1ccc(S(=O)(=O)c2ccc(O)cc2)cc1 | -2 | / | -9 | 1.2 | -0.64 | 0 | -3 | 0 | -8
59 | CCOC(=O)c1cnc(SCC(=O)Nc2ccc3c(c2)OCCO3)nc1N | -2 | -19 | 8 | 1 | -0.51 | -1 | -12 | 0 | -8
49 | CCc1ccc(Nc2cc(C(=O)NCCCN3CCOCC3)c3ccccc3n2)cc1 | / | 7 | 8 | / | / | 2 | 13 | / | -25
57 | COc1cccc(/C=C2\N=C(c3c(-c4ccccc4)noc3C)OC2=O)c1OC | 4 | 0 | 4 | 1.1 | 0.087 | -19 | -5 | 13 | -37
52 | COc1ccc(-c2c(C)nn3c(N4CCC5(CC4)OCCO5)cc(C)nc23)cc1OC | / | 6 | 6 | / | -0.18 | 17 | 1 | / | -9
